# Source: PubChem BioAssay
# Fam108B inh: Fam108B inhibition, counter-screen for RBBP9 inhibitors; recombinant Fam108B, FP-Rh probe fluorescence polarization; inhibition, % at 9.51 µM; 300,000 compounds, 0.33% hits; AID 1947;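 active means inhibition above the screen mean inhibition plus 3 SD, computed separately per campaign, cut at about 18% in these data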;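 further: inhibitors lower polarization as less probe binds the enzyme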
# GLD-1 TGE inh: GLD-1-TGE RNA interaction inhibition (C. elegans). inhibition, % at 5.96 µM. purified GLD-1 + fluorescein TGE RNA, fluorescence polarization. 320,000 compounds, 0.44% hits. Q17339;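 active means percent inhibition above a per-plate cutoff, the plate mean of test compounds plus 3 SD, cut at about 30% in these data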;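 further: 0% = DMSO wells with GLD-1 and probe and 100% = wells lacking GLD-1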
# PME-1 primary: blocks human protein phosphatase methylesterase 1. inhibition, % at 5.9 µM. 320,000 compounds, 0.53% hits. recombinant PME-1, FP-Rh probe fluorescence polarization;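 active means inhibition above the campaign mean of all compounds plus 3 SD, cut at about 26% in these data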;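 further: competitive labeling of PME-1 active site by serine hydrolase directed probe; 0% = PME-1 with DMSO and 100% = wells lacking PME-1 enzyme; inhibitors block probe labeling so polarization falls and inhibition rises; many of its hits are not listed in these tables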
# MEX-5 binding: C. elegans MEX-5 TCR-2 RNA binding activity | Q9XUB2 | MEX-5/FITC-TCR2 RNA binding, fluorescence polarization; hits give low values | activity score (negative = inhibition of binding), % at 10 µM | 300,000 compounds, 0.38% hits | AID 1832;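 active means inhibition past about -25% in most replicates, and total fluorescence under double the plate's negative control median, limit read from the data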;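 further: 0% = DMSO and -100% = 5 µM competing unlabeled TCR2 RNA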
# Target sequence (Q9XUB2 whole entry, looked up): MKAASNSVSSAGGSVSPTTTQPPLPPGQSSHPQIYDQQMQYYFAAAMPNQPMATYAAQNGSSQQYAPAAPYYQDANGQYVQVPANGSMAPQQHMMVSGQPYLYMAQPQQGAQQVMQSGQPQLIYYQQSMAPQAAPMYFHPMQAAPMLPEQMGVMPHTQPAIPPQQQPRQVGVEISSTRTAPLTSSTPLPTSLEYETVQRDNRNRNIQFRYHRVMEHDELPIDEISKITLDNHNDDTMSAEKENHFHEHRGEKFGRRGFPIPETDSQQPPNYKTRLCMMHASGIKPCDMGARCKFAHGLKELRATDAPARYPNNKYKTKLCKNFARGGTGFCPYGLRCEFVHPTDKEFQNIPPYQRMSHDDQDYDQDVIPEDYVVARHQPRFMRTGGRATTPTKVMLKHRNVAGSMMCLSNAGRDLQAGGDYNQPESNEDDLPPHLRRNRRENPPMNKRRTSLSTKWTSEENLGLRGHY
# PAFAH1B2 FP inh: inhibitors of human PAFAH1B2; P68402; recombinant PAFAH1B2, FP-rhodamine activity probe, fluorescence polarization; inhibition, % at 3.39 µM; 340,000 compounds, 1.2% hits;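 active means inhibition above the mean of all tested compounds plus 3 SD, cut at about 24% in these data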;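 further: 0% = enzyme with DMSO and 100% = wells lacking PAFAH1B2; many of its hits are not listed in these tables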
# Bcl-xL primary: Bcl-xL (human) inhibition; 320,000 compounds, 0.7% hits; Q07817; GST-Bcl-xL / FITC-Bim BH3 peptide fluorescence polarization; inhibition, % at 10.9 µM;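 active means inhibition above the mean of all tested compounds plus 3 SD, cutoff set per campaign, cut at about 30% in these data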;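 further: 0% = DMSO wells and 100% = unlabeled Bim-BH3 peptide competitor; inhibitors lower millipolarization by displacing the labeled peptide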
# Target sequence (Q07817 whole entry, looked up): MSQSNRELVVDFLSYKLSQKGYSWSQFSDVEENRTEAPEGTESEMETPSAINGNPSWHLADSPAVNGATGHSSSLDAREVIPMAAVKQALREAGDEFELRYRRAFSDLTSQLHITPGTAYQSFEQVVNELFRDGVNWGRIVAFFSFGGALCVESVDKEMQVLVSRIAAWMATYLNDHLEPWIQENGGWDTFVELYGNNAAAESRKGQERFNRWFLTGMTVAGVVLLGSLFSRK
# MCL1 BIM primary: disrupts human MCL1 binding to BIM-BH3 peptide. Q07820. GST-MCL1 / FITC-Bim-BH3 fluorescence polarization. inhibition, % at 10.9 µM. 320,000 compounds, 0.68% hits. AID 2057;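 active means inhibition above the mean inhibition of all tested compounds plus 3 SD, set per campaign, cut at about 40% in these data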;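 further: 0% = DMSO wells and 100% = unlabeled Bim-BH3 peptide control; higher means more loss of mP so more displacement of Bim peptide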
# Target sequence (Q07820 whole entry, looked up): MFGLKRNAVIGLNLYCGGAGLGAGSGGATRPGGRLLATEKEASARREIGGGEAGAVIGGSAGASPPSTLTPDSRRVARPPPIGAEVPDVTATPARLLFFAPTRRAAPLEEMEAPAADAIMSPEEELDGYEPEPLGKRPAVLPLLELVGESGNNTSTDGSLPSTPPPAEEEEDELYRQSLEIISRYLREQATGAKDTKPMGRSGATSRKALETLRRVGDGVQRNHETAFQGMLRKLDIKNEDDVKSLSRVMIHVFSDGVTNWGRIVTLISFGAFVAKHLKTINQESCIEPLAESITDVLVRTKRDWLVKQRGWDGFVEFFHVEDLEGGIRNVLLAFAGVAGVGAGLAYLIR
# AHR activator: activates the human aryl hydrocarbon receptor; P35869; AHR-responsive luciferase reporter cells, luminescence; activation, % at 5 µM; 320,000 compounds, 2.5% hits; in the data active means activation above about 47%;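 further: 0% = vehicle wells and 100% = reference agonist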
# pPAFAH inh: inhibitors of human plasma PAF acetylhydrolase (pPAFAH); Q13093; recombinant pPAFAH, FP-rhodamine probe fluorescence polarization; inhibition, % at 3.39 µM; 330,000 compounds, 1.5% hits; AID 463082;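 active means inhibition above the mean inhibition across the screen plus 3 SD, cut at about 25% in these data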;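 further: inhibitors block binding of the rhodamine activity-based probe so polarization drops; 0% = enzyme with DMSO and 100% = wells lacking pPAFAH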
# * = called active by the depositor; / = no result given; & = joins results of further samples. Only part of the results is shown; the hit share may differ from the screen's.
no.	Structure	Fam108B inh	GLD-1 TGE inh	PME-1 primary	MEX-5 binding	PAFAH1B2 FP inh	Bcl-xL primary	MCL1 BIM primary	AHR activator	pPAFAH inh
1	CCOC(=O)/C(C#N)=C/Nc1ccccc1OC(F)(F)F	-2.3	7.2	-5.3	-0.3	/	2.2	3.3	9.8	-3.7
2	CC1=C(C(=O)OCc2ccccc2)C(c2ccccn2)c2c(n(C)c(=O)n(C)c2=O)N1 (stereo unspecified)	4.4	2.5	5.4	-1.4	2.2&0.8	4.7	5.0	1.7	1.6
3	Cc1c(C)n(CC(O)CN2CCN(C)CC2)c2ccccc12 (stereo unspecified)	4.7	5.7	6.2	4.0	-3.6	11.2	4.5	1.2	6.8
4	COc1cc2c(cc1OC)CN(C1CC(=O)N(c3c(C)cccc3C)C1=O)CC2 (stereo unspecified)	0.4	-0.1	-0.6	1.9	-3.1	3.5	-4.0	0.4	8.5
5	Cc1c(NC(=O)COc2ncnc3c(Cl)cc(Cl)cc23)c(=O)n(-c2ccccc2)n1C	2.4	0.4	9.6	3.4	11.8	2.2	2.9	5.1	1.6
6	O=C(CCCCn1c(=O)[nH]c2ccccc2c1=O)N1CCN(c2ncccn2)CC1	1.1	-5.0	-3.5	-3.8	1.7	6.5	1.4	2.9	0.0
7	CC(=O)c1c(C)[nH]c(C(=O)Nc2nc(-c3ccc(-c4ccccc4)cc3)cs2)c1C	14.0	-1.5	-39.0	-0.4	9.4	3.1	1.9	4.5	-37.7
8	COC(=O)C1=C2SCC(=O)N2C(N)=C(C#N)C1	-4.1	3.4	1.6	-6.1	4.9	6.7	4.7	-1.4	-0.8
9	CCOP(=O)(OCC)/C(C#N)=C/c1ccc([N+](=O)[O-])cc1	-1.5	0.0	5.0	-1.6	5.4	-5.3	-13.1	1.9	5.6
10	CCc1nnc(NC(=O)CCC(=O)N2CCN(CCOc3ccc(C)cc3)CC2)s1	0.2	5.3	4.5	0.8	0.6	0.7	4.3	0.3	-0.3
11	CC(=O)c1ccc(N2CCC(c3cc(-c4ccc(Cl)cc4Cl)n[nH]3)CC2)c([N+](=O)[O-])c1	-11.7	8.6	-15.0	1.7	-3.3	-7.0	-18.8	-4.7	2.6
12	COc1ccc(CSc2nc3ccccc3c(=O)n2CCCN2CCOCC2)cc1F	0.8	-7.9	6.4	0.8	-1.0	3.8	-0.7	-2.9	8.0
13	Cn1cnnc1SCC(=O)Nc1sccc1C#N	4.0	-5.1	-1.3	0.5	-1.5	11.7	15.0	2.5	2.0
14	CC(C)Cc1ccc(/C=C/C(=O)N2CCOCC2)cc1	8.4	9.2	2.5	-0.7	-2.0	2.7	8.1	14.7	3.3
15	CC(=O)N1CCN(c2ncnc3sc(-c4ccccc4)cc23)CC1	-6.3	7.9	-5.8	1.5	1.7	-2.8	-3.6	22.9	3.2
16	Cc1ccc(C(=O)Nc2nc3nc(-c4ccccc4)cc(=O)n3[nH]2)cc1	-3.6	-7.6	-3.4	-0.5	1.1	3.4	5.3	1.9	-2.5
17	CC(C)c1cc(-c2cc(-c3ccc(Cl)cc3)on2)nc(NC2CCCC2)n1	-3.6	-5.0	-3.8	0.8	-0.5	2.9	7.6	-1.5	3.3
18	CC(C)N1CC2=C(OC(N)=C(C#N)C2c2cccnc2)/C(=C/c2cccnc2)C1 (stereo unspecified)	3.0	38.7*	5.5	/	7.8	45.0*	36.6	1.7	6.1
19	NC(=S)N/N=C/c1cccc(Br)c1	2.1	4.5	1.1	1.3	0.5	8.4	7.4	-2.4	2.6
20	O=C(CSc1n[nH]c(=O)[nH]c1=O)N1CCCCCC1	-1.5	6.3	-6.7	-2.1	5.8	0.2	-6.3	1.9	5.5
21	N#Cc1nc(-c2ccccc2F)oc1NCc1cccc2c1OCO2	-0.1	11.0	10.4	-0.9	-0.5	8.2	4.3	10.5	9.2
22	O=C(O)CCC(=O)N(Cc1ccccc1)Cc1ccccc1	0.4	4.0	1.1	2.0	5.9	3.5	10.5	1.7	2.4
23	CC(=NNC(=O)c1ccc(NS(=O)(=O)c2cccs2)cc1)c1ccc(OCC(N)=O)cc1	/	3.2	/	/	4.7	/	/	4.9	14.5
24	CC1(C)CC(=O)c2c(O)cc(OCC(=O)Nc3ccc(CCO)cc3)cc2O1	-1.6	6.2	5.4	2.9	-2.8	1.0	2.1	-1.4	5.1
25	COc1ccc(S(=O)(=O)NCCc2cn3nc(C)c(C)nc3n2)cc1	5.9	4.0	1.5	-0.9	1.1	0.7	-2.2	-0.1	1.4
26	O=C(CSc1nc2cc(Cl)ccc2s1)NCC1CCCO1 (stereo unspecified)	/	1.8	/	/	8.7	/	/	1.0	-1.1
27	O=S(=O)(c1ccccc1)N1CCC(N2CCCCCC2)CC1	0.3	4.4	-1.4	0.5	7.3	4.5	5.0	-1.6	3.5
28	CCOc1cc(C(=S)N2CCCCC2)ccc1OS(=O)(=O)c1ccc(Br)cc1	1.5	-0.4	-3.4	3.5	14.9	4.4	11.7	1.6	-0.9
29	Cn1c(=O)c2c(nc(Br)n2CC(=O)c2cccs2)n(C)c1=O	11.9	-0.4	-3.5	1.5	1.2	2.2	2.1	-1.2	-5.1
30	CCn1c(=O)c(=O)n(CC)c2cc(S(=O)(=O)Nc3ccc(C)cc3)ccc21	2.8	5.0	10.9	3.1	-0.1	3.7	-5.3	-1.7	25.5*

# The last two entries of the section before lead into the next.
no.	Structure	Fam108B inh	GLD-1 TGE inh	PME-1 primary	MEX-5 binding	PAFAH1B2 FP inh	Bcl-xL primary	MCL1 BIM primary	AHR activator	pPAFAH inh
29	Cn1c(=O)c2c(nc(Br)n2CC(=O)c2cccs2)n(C)c1=O	11.9	-0.4	-3.5	1.5	1.2	2.2	2.1	-1.2	-5.1
30	CCn1c(=O)c(=O)n(CC)c2cc(S(=O)(=O)Nc3ccc(C)cc3)ccc21	2.8	5.0	10.9	3.1	-0.1	3.7	-5.3	-1.7	25.5*
31	O=C(O)C1C2C=CC3(CN(C/C=C/c4ccccc4)C(=O)C13)O2 (stereo unspecified)	-3.1	2.3	-2.6	0.8	2.9	7.8	7.8	-0.9	30.6*
32	Cc1ccc(CNC(=O)C2CCN(S(=O)(=O)c3ccc4c(c3)CC(C)N4C(=O)C3CC3)CC2)cc1 (stereo unspecified)	0.5	-0.9	-1.6	-1.1	3.4	1.4	2.3	0.0	4.5
33	CCOC(=O)[C@H]1[C@H]2COc3ccc(Br)cc3[C@H]2N2C(=O)CNC(=O)[C@@]12C	/	1.6	-1.1	/	2.2	6.4	2.6	-1.3	2.5
34	CCN(CC)c1ccc(C2NC(=O)NC(C)=C2C(=O)Nc2ccccc2)cc1 (stereo unspecified)	-24.6	-14.0	-8.8	1.6	-7.8	-18.7	-40.2	0.3	-9.0
35	COc1cccc(NC(=O)CN(C)C(=O)c2ccccc2OCC(=O)Nc2cccc(C(F)(F)F)c2)c1	-3.3	4.8	1.3	0.2	-2.5	-1.1	-2.3	4.1	11.2
36	Cc1cc(C)n(CC(=O)N/N=C/c2ccccn2)n1	9.6	-4.4	10.5	-0.5	1.3	-3.1	-1.5	2.1	0.5
37	CN1CCN(NC(=O)c2cc(Br)ccc2Cl)CC1	1.9	0.8	0.2	-1.2	-1.1	1.0	0.9	11.3	0.1
38	O=C(CN1C(=O)/C(=C/c2ccccc2)SC1=S)Nc1cccnc1	2.1	0.3	4.7	1.4	4.2	8.9	9.9	7.4	2.6
39	COc1ccc2c(c1)SC(C)CC2=O (stereo unspecified)	-3.4	-0.5	4.5	1.3	2.4	0.1	-3.0	2.4	-2.0
40	Cc1cc(C)nc(SCC(=O)Nn2cnnc2)n1	0.7	-0.4	-3.2	-1.7	3.3	4.2	0.6	1.8	-1.9
41	COc1ccc(/C=C/C(=O)c2cccc(-n3cnnn3)c2)cc1O	-4.3	7.6	8.5	1.4	-4.4	0.0	3.0	-1.7	8.0
42	O=C(CCc1nnc2ccc(N3CCCC3)nn12)Nc1ccc(F)c(F)c1	1.6	4.4	-6.9	-0.8	-8.6	4.2	1.2	-1.1	4.1
43	COc1cc(SC)ccc1C(=O)Nc1ccc2c(c1)OCCO2	1.9	6.2	-2.8	1.4	6.3	1.3	1.2	-0.6	-0.1
44	COc1ccc(OC)c(NC(=O)CCCSc2ccccc2)c1	-0.5	2.2	-1.9	0.4	2.7	0.3	-5.0	-0.8	11.5
45	OCCOCCN1CCN(C2=Nc3ccccc3Sc3ccccc32)CC1	-2.6&8.1	0.8&2.6	1.6&4.0	0.9&-4.1	2.6&-1.6	1.3&2.9	1.1&2.5	-3.9&1.1	-3.2&2.6
46	OCC[C@@H]1C[C@H](O)[C@@H](O)[C@@]2(OCCc3ccccc32)O1	-1.5	0.6	4.6	-0.9	2.1	2.5	3.6	-1.4	0.7
47	O=C(COC(=O)c1cccc2c1C(=O)c1ccccc1C2=O)NC1CCCCC1	6.7	3.3	40.8*	-1.7	3.0	6.9	1.0	-5.0	21.3
48	OCCN1CCN(CCOc2cccc(Cl)c2)CC1	0.5	7.4	3.9	-9.0	2.0	-1.3	-2.1	3.0	3.3
49	COc1ccc(NC(=O)c2ccc3nc[nH]c3c2)c(OC)c1	-0.5	3.0	5.5	-1.4	5.6	3.2	7.3	13.6	1.1
50	N#C/C(=C/c1ccc(N2CCCCC2)o1)C(=O)NCCc1c[nH]c2ccccc12	11.8	-191.6	31.4*	6.7	9.7	-36.1	-95.2	-0.9	19.3
51	Cc1cccc(-n2cc(-c3ccccc3)c3c(=O)[nH]cnc32)c1	-2.1	2.1	-0.1	-0.3	-4.0	13.8	8.8	14.5	29.9*
52	COc1ccc(CCN(C)Cc2c(O)ccc3ccccc23)cc1OC	-4.6	-8.7	8.1	0.0	10.9	10.1	2.5	24.4	-2.6
53	O=C(Nc1nc(-c2ccccc2)cs1)c1ccc(=O)[nH]c1	-7.1	4.3	-7.5	3.3	-0.8	4.2	2.9	10.9	-1.9
54	Cc1cc(C(F)(F)F)n2nc(-c3sccc3-n3cccc3)cc2n1	-0.4	1.1	0.9	-5.2	5.8	6.7	4.2	102.6*	7.1
55	O=C(O)c1cccc(NC(=O)c2cccc(S(=O)(=O)N3CCCCC3)c2)c1	0.5	2.8	2.3	-3.2	5.5	1.8	2.4	-0.2	0.3
56	CCNCc1cc(Br)c(OCC(=O)Nc2ccccc2)c(OC)c1	3.8	5.1	5.1	-1.1	-0.1	3.2	5.8	1.1	4.0
57	COCCCn1c(=O)/c(=C\c2ccccc2OC(F)F)s/c1=C(/C#N)C(N)=O	2.0	-4.3	-3.8	1.2	-4.5	-2.0	2.1	3.0	0.8
58	CC(=O)C1=C(C)NC(=O)CC1c1ccc(Br)cc1 (stereo unspecified)	0.7	-4.3	-4.3	-1.6	7.2	5.6	-2.7	0.0	-0.2
59	CCN(CC)S(=O)(=O)c1ccc(C(=O)Nc2cc(C)cc(C)c2)cc1	-0.7	5.9	-6.8	-2.2	0.5	-3.2	-0.4	5.8	-3.2
60	Cc1cc(C)c(S(=O)(=O)c2cc(F)ccc2C)c(=O)[nH]1	1.7	-0.9	3.2	1.5	1.7	0.1	5.1	3.1	5.0
61	Cc1cc(N2CCN(c3ccccn3)CC2)n2cc(-c3ccccc3)nc2n1	2.4	4.5	1.4	-0.6	0.4	3.2	-0.7	-2.7	2.0
